NCF1 inh – inhibitors of human p47phox binding; 0.53% of 220,000 active; P14598; p47phox/p22phox peptide binding, fluorescence polarization, 2 h; inhibition, % at 24.7 µM;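 active = inhibition above about 30%, limit read from the data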;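 note: 0% = p47phox with labelled peptide and 100% = labelled peptide alone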
Target sequence (P14598 whole entry, looked up): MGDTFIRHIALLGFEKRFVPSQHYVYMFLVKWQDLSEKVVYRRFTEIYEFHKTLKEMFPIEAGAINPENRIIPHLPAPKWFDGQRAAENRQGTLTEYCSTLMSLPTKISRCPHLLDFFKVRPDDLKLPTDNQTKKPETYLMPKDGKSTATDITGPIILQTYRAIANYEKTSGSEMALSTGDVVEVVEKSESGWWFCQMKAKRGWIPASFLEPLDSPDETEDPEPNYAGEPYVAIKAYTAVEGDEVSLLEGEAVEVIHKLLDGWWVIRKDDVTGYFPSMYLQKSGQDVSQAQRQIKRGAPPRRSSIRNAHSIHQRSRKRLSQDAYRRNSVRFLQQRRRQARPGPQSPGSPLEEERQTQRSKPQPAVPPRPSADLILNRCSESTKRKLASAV
CHOP inh – blocks CHOP induction under ER stress. CHO-K1 CHOP-promoter luciferase, tunicamycin-induced, 15-18 h. inhibition, % at 10 µM. 3.8% of 220,000 active;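 active = compounds that reduced the stress-induced luciferase reporter signal by more than about 70% of percent inhibition, limit read from the data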;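 note: 0% = tunicamycin plus vehicle and 100% = wells without tunicamycin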
TRPN1 ag – activates the zebrafish TRPN1 channel | HEK293 zebrafish TRPN1-YFP, Fluo-8 calcium fluorescence; 100% = response to 87 µM carbachol | activation, % at 3 µM | 0.18% of 220,000 active | AID 1424;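 active = activation above its plate's cutoff, the mean activation of test wells on that plate plus 3 SD, cut at about 19% in these data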;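 note: 0% = DMSO alone and 100% = 87 µM carbachol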
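Assay system: Zebrafish TRPN1-YFP in HEK293 cells | Incubation: Dye loading 1 h at 37 °C, then 30 min room temperature | Measured by: Kinetic Fluo-8 fluorescence, ex 470-495, em 515-575 nm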
TRPML3 ag – human mucolipin-3 channel agonism | HEK293 TRPML3-YFP, Fluo-8 calcium fluorescence; 100% = the carbachol control signal | activation, % at 3 µM | 0.29% of 220,000 active | AID 1448;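 active = activation above its plate's cutoff, the mean activation of the plate's test wells plus 3 SD, cut at about 12% in these data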;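 note: 0% = DMSO only wells and 100% = carbachol wells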
Target sequence (Q8TDD5 whole entry, looked up): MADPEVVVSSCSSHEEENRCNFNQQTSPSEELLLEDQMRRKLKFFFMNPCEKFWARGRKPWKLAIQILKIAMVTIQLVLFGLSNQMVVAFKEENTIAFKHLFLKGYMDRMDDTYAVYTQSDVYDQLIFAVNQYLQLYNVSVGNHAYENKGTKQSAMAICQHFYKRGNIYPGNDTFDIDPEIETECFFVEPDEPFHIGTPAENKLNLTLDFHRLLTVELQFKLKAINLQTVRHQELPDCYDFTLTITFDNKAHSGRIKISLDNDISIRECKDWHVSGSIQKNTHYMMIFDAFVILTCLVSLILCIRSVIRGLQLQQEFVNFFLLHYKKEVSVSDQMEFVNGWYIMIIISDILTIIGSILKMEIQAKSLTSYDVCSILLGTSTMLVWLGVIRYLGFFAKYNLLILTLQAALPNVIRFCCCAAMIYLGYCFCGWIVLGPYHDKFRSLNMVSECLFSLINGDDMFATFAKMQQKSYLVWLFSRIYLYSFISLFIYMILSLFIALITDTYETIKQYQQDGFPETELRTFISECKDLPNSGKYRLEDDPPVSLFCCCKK
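Test system – HEK293 line with stable expression of human TRPML3-YFP channel · Control set – carbachol 87 µM final as high control (100%), DMSO as low control (0%) · Signal – Fluo-8 calcium dye fluorescence, ex 470-495, em 515-575 nm · Incubation – 1-h 37 °C dye load, 5-s basal, 120-s post-compound reads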
EBV gp42 inh – inhibitors of Epstein-Barr virus glycoprotein 42. Q1HVG2. Fluorescence polarization binding assay, mP read-out. inhibition, % (tested at 21.74 µM). 0.42% of 220,000 active. AID 1085; in the data active = inhibition above about 50%
Runt-SMMHC FRET – blocks binding of human RUNX1 Runt domain to CBFb-SMMHC; Q01196+Q13951; Cerulean-Runt/Venus-CBFb-SMMHC FRET ratio 530/480, 1 h; inhibition, % at 20 µM; 0.74% of 220,000 active; AID 1434;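 active = mean inhibition across duplicate retests at 20 µM reaching about 50%, limit read from the data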;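 note: 0% = DMSO wells and 100% = wells with excess untagged CBFb-SMMHC; inhibitors lower the FRET ratio by blocking Runt binding to CBFb-SMMHC; some results filed as inactive read as strong as hits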
PPC-1+TRAIL kill – PPC-1 cancer cell killing with TRAIL present; PPC-1 cells + TRAIL, ATPLite viability luminescence; cell killing (% activity), % at 4 µM; 0.41% of 220,000 active; AID 1443;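 active = cell killing above 50% in the first pass at 4 µM, then a duplicate retest at 5 µM averaging 50% or more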;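 note: plate controls were cells with TRAIL plus DMSO for no effect and medium-only wells lacking cells for full effect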
MDM2 E3 inh – inhibitors of human Mdm2 E3 ubiquitin ligase; cell-based MDM2 ubiquitination luciferase reporter, 2 h; 0 = plate control, 100 = twice control, blank-subtracted; Q00987; signal enhancement, % at 5 µM; 0.11% of 210,000 active;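 active = signal enhancement of 30% or more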;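 note: luminescence tracks abundance of the self-degrading MDM2-luciferase fusion protein; higher signal means inhibition of MDM2 E3 ligase activity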
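Assay system: stable mammalian line carrying autodegrading MDM2–luciferase fusion reporter; amount: 2000 cells seeded into each well; buffer or medium: DMEM; benchmarks: plate control and blank wells; signal: luciferase luminescence; timing: 2 h compound exposure at 37 °C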
TNF necrop inh – TNF-alpha cell death inhibition in Jurkat FADD-/- cells | Jurkat FADD-/- TNF necroptosis rescue, ATP luminescence, 24 h; 0 = TNF only, 100 = no-TNF cells | activation (protection from cell death), % at 10 µM | 0.068% of 220,000 active | AID 463075;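 active = activation, meaning protection from cell death, of at least 50% relative to plate controls; inactive = activation below 50%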;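 note: necroptosis triggered by 40 ng/mL TNF-alpha added together with compound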
Starred values were filed as active, the others as inactive; / = not tested or not shown; & = joins results of further samples.

SMILES | NCF1 inh | CHOP inh | TRPN1 ag | TRPML3 ag | EBV gp42 inh | Runt-SMMHC FRET | PPC-1+TRAIL kill | MDM2 E3 inh | TNF necrop inh
O=C(c1cn(CC(=O)N2CCCC2)c2ccccc12)C1CCCCC1 | -4.5 | 49.6 | 0.9 | -0.2 | 0.1 | 3.8 | 29.7 | -21.4 | 1.0
CCSc1cc(C)nc2ncnn12 | -0.2 | 7.5 | 1.5 | 1.0 | -25.2 | -4.0 | 15.5 | / | -9.3
COc1cc(C(=O)Nc2ccc3c(c2)OCO3)ccc1-n1cnnn1 | -17.9 | -28.2 | 1.1 | 0.9 | -7.3 | -94.2 | -1.4 | -4.3 | -1.7
COc1ccc(-n2c(C)c([N+](=O)[O-])c3ccc(O)c(CN(C)C)c32)cc1 | -12.9 | 63.1 | 3.3 | 1.3 | -4.6 | -7.9 | 36.4 | -9.5 | 8.7
O=C(NC(=S)Nc1cccc([N+](=O)[O-])c1)c1ccccc1 | 0.3 | -13.4 | 2.7 | 0.5 | 4.4 | 3.0 | 10.2 | -8.4 | -3.0
CN(CCc1ccccn1)C(=O)CC1C(=O)NCCN1Cc1ccccc1C(F)(F)F (centres undefined) | -4.5 | 10.1 | 0.5 | 0.8 | -1.1 | -3.5 | 1.0 | -10.6 | 0.3
O=C(N1CCN(c2ccccc2F)CC1)C12CC3CC(CC(C3)C1)C2 | -7.2 | -20.8 | 0.0 | 0.6 | -18.7 | -47.2 | 9.5 | -6.3 | -0.2
CS(=O)(=O)N1CCN(c2c(Cl)cccc2[N+](=O)[O-])CC1 | -0.3 | 15.2 | 0.5 | 0.3 | -3.6 | -2.0 | -5.1 | -13.9 | -2.5
N#Cc1ccccc1NC(=O)COC(=O)COc1ccccc1[N+](=O)[O-] | -5.0 | -0.8 | 2.4 | 0.6 | -10.8 | -6.4 | -4.9 | -1.4 | 0.8
COc1cc2nc(Cl)nc(N3CCCCC3)c2cc1OC | 1.7 | 3.9 | -0.1 | 0.2 | 8.2 | 0.4 | / | -16.1 | -3.1
CC(C)Oc1ccc(/C(O)=C2/C(=O)C(=O)N(CCN(C)C)C2c2ccco2)cc1 (centres undefined) | -13.7 | -30.0 | 1.5 | 0.8 | -4.5 | -0.2 | 21.5 | -18.1 | -0.2
O=S(=O)(Nc1nc2ccccc2nc1NCc1ccco1)c1ccccc1 | -16.4 | 20.1 | 0.9 | -0.1 | -8.3 | -1.1 | 17.2 | -14.5 | -1.7
O=C(NCC1OCCc2ccccc21)c1ccc(NC(=O)c2cccc(Br)c2)cc1 (centres undefined) | -16.5 | 62.8 | 1.0 | 1.4 | 0.5 | 3.1 | 4.6 | -6.6 | 3.4
Cc1ccc(NC(=O)c2oc3ccccc3c2C)c([N+](=O)[O-])c1 | -5.2 | -16.9 | 1.3 | 1.3 | -29.9 | -19.0 | -14.0 | -7.5 | 0.7
Cc1ccc(NC(=O)CN(C)Cc2nc3c(Br)cc(Br)cc3c(=O)[nH]2)cc1 | -53.9 | 51.9 | 1.6 | 0.4 | -5.2 | -5.3 | -7.0 | -14.8 | 1.4
CN1CCN(CCCNC(=S)Nc2ccc(F)c(Cl)c2)CC1 | -1.1 | 24.0 | 1.7 | 0.5 | -1.9 | -1.9 | 15.7 | 8.2 | -0.5
COc1ccccc1-c1ccc(/C=C2/C=C(CC(C)C)OC2=O)o1 | -24.9 | -5.3 | 1.1 | 1.1 | -8.5 | -10.8 | 9.2 | -12.3 | 0.0
Cc1cc(C(=O)N2CCOCC2)ccc1[N+](=O)[O-] | -8.5 | 24.4 | 2.2 | 0.9 | 6.9 | -0.6 | 9.0 | -7.5 | 0.2
COc1ccc(NC(=O)CCc2nc3ccccc3[nH]2)cc1 | -0.3 | 0.8 | 0.4 | 0.3 | 4.4 | -2.4 | -0.6 | -8.2 | 0.9
Cc1nc2c3c(sc2c(=O)[nH]1)NC(=O)CC3c1ccccc1Cl (centres undefined) | -11.9 | -10.7 | -0.5 | -0.7 | -15.0 | -5.5 | -3.1 | 8.5 | -3.7
CN(c1ccc(C(=O)NCCC2=CCCCC2)cc1)S(C)(=O)=O | -8.1 | 1.0 | 2.5 | 1.6 | -7.4 | 1.4 | 11.3 | -36.2 | -0.2
CCS(=O)(=O)Nc1ccc(-c2nnc(SCC(=O)c3ccc(NC(C)=O)c(OC)c3)o2)cc1 | 1.0 | 2.5 | 1.3 | 0.2 | 0.3 | -1.9 | -7.5 | -6.2 | -5.5
O=C(Nc1ccn(Cc2ccccc2)n1)c1ccc2c(c1)OCO2 | 6.4 | -22.2 | -2.4 | -0.2 | -8.6 | 0.9 | 40.1 | -16.3 | 2.2
Cc1ccc(C2C3C(=O)N(c4ccc(C)cc4)C(=O)C3N3CCCN23)cc1 (centres undefined) | -9.8 | -1.9 | 1.1 | 0.8 | -14.1 | -5.6 | 21.4 | -1.5 | 0.1
Cc1ccc(C(=O)NNC2=NCCC2)cc1 | -1.0 | 32.7 | 0.0 | 0.1 | 5.0 | 2.7 | 7.0 | -5.6 | -0.1
COc1cc(/C=N/Nc2nc3ccccc3s2)ccc1OC(=O)c1ccccc1F | 2.1 | 39.7 | 0.6 | 0.4 | 6.3 | -0.1 | 14.0 | -1.5 | 31.2
COC(=O)c1c(NC(=O)c2cccc([N+](=O)[O-])c2)sc(C(N)=O)c1C | -180.6 | -2.8 | 0.4 | 0.5 | -4.1 | 0.4 | -4.6 | -3.5 | 0.4
COc1cccc(C(=O)Cn2c(Br)nc3c2c(=O)n(C)c(=O)n3C)c1 | 11.5 | 21.2 | -0.5 | 0.3 | -24.1 | 1.4 | 2.1 | -6.5 | -3.8
COc1ccc(Nc2ccccc2N)cc1 | -39.2 | -33.2 | -0.8 | 0.2 | -14.2 | 1.7 | -15.3 | -3.4 | -8.7
CCOC(=O)N1CCN(C(=O)c2cn(CC)c3ccc(S(=O)(=O)N4CCCCC4)cc3c2=O)CC1 | -1.3 | 12.3 | 0.5 | 1.6 | -9.1 | -0.3 | -16.9 | -20.6 | 0.3
Cc1ccc(S(=O)(=O)N(C)C)cc1NC(=O)COC(=O)CCC(=O)c1ccc(F)cc1 | -5.7 | 18.6 | 0.2 | 0.1 | -4.0 | -0.9 | 11.4 | -3.1 | 1.8
CCCNC(=O)NC(=O)CSc1nc(C)cs1 | -4.7 | 19.2 | 2.1 | 0.6 | 4.0 | 0.3 | -28.0 | 5.1 | 45.4
Nc1nc(C(F)(F)F)cc(=O)n1N | 5.2 | 0.6 | 0.2 | 0.7 | 1.7 | 1.9 | -18.9 | -3.4 | 0.3
Cc1nn(-c2ccccc2)c(Cl)c1/C=N\NC(=O)c1cncc(Br)c1 | 2.4 | 2.5 | 1.5 | 0.4 | -21.7 | -1.3 | 15.3 | -10.3 | 2.4
Cc1nc(CNC(=O)CC2C(=O)NCCN2Cc2cccc(Oc3ccccc3)c2)cs1 (centres undefined) | 3.8 | 25.0 | 0.9 | 0.9 | 11.8 | -2.0 | -11.4 | -2.5 | 0.3
CCOC(=O)c1ccccc1NS(=O)(=O)c1ccc(S(=O)(=O)N2CCCC2)cc1 | -2.0 | 26.1 | 0.7 | 1.4 | 4.8 | -1.3 | 33.2 | 7.0 | 3.3
Cc1ccc(N=C2NC(=O)CS2)cc1 | -10.2 | 14.3 | -0.4 | 0.3 | -24.7 | -0.3 | 46.6 | -4.3 | 0.6
O=C(NCCNCc1cccs1)c1ccccc1F | 7.2 | -0.8 | 0.7 | 1.1 | 3.2 | -2.5 | 15.5 | -6.6 | 1.3
C#CCNC(=O)C1=C[C@@H](C(C)(C)C)C[C@@H](OCc2ccc(CO)cc2)O1 | -15.0 | -5.0 | 0.1 | 0.6 | -11.8 | -0.2 | -1.4 | / | 0.1
O=C(Nc1cccc(-c2nnc(-c3ccccc3)o2)c1)C1CCCCC1 | -3.7 | -6.3 | 0.6 | 0.5 | -6.8 | 2.2 | 17.0 | 0.3 | 0.8
O=C(CNC(=O)c1cccc(OC(F)F)c1)OCc1cc(=O)n2cc(Br)ccc2n1 | 5.8 | 13.7 | -1.0 | -0.6 | 32.7 | -7.7 | 5.9 | -7.6 | 1.5
c1ccc(CC2CCN(Cc3ccccn3)CC2)cc1 | 1.4 | 21.8 | -0.5 | 0.8 | 0.0 | -3.8 | 11.6 | -2.1 | 0.6
COc1cc(C(=O)OC(C)CN2CCOCC2)cc(OC)c1OC (centres undefined) | -4.9&-11.1 | 10.0&-4.8 | 0.1&0.1 | 0.8&0.8 | -20.0&-8.3 | -2.0&1.9 | -34.2&8.9 | -11.2 | -4.0&1.7
CCCc1cc(C(=O)Nc2cccc(Cl)c2)no1 | -13.1 | 22.4 | 0.9 | 1.4 | 1.4 | 4.0 | 25.9 | -16.2 | 2.4
CCn1c(=O)c(C(=O)NCc2ccc(OC)c(OC)c2)c(O)c2ccccc21 | -14.4 | 28.8 | 0.0 | 0.0 | -2.6 | -3.3 | -3.9 | -2.6 | 0.2
N#C/C(C(=O)N1CCOCC1)=C1/SC(Cc2ccccc2)C(=O)N1c1ccccc1 (centres undefined) | -9.1 | 32.0 | 2.0 | 1.1 | 8.4 | -4.7 | 19.6 | -8.8 | 0.0
O=C(Nc1ccc(Br)cc1F)C1CCCO1 (centres undefined) | -4.8 | 7.5 | -0.1 | 0.6 | -11.8 | 4.3 | 22.6 | / | -0.9
CCOc1[nH]n(-c2ccc(Cl)cc2)c(=O)c1C=NCC(=O)OC | -4.9 | -5.6 | 1.2 | 0.4 | 0.8 | -0.4 | -7.0 | 1.7 | 0.6
Cc1ccnc(SCC(=O)c2cccs2)n1 | -2.9 | -16.9 | 0.3 | 0.5 | -18.6 | -2.7 | 1.9 | -16.5 | 0.9
Cc1ccc(-c2nc3cccnc3s2)cc1NS(=O)(=O)c1cccs1 | -34.0 | 7.2 | 0.3 | -0.1 | -5.6 | -3.3 | -10.4 | 2.6 | 1.4
Cc1cccc(NC(=O)C2CCN(S(=O)(=O)c3cccc4nsnc34)CC2)n1 | -7.5 | 1.1 | 2.1 | 0.6 | -29.3 | -0.5 | 8.1 | -8.2 | 0.5

Only MDM2 E3 inh (4 entries from above):
SMILES	MDM2 E3 inh
CCOc1[nH]n(-c2ccc(Cl)cc2)c(=O)c1C=NCC(=O)OC	1.7
Cc1ccnc(SCC(=O)c2cccs2)n1	-16.5
Cc1ccc(-c2nc3cccnc3s2)cc1NS(=O)(=O)c1cccs1	2.6
Cc1cccc(NC(=O)C2CCN(S(=O)(=O)c3cccc4nsnc34)CC2)n1	-8.2
